Screens from PubChem.
PABP1 MLLE inh: inhibitors of PABP1 MLLE–PAM2 peptide binding, primary screen, biochemical, fluorescence polarization, FITC-PAM2, GST-MLLE. inhibition, % at 20 µM. actives 0.36% (n = 360,000). AID 588489, 2011; in the data active means inhibition above about 35%, passing the limit was not always enough;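 further: plate controls were DMSO wells with GST-MLLE for no effect and wells lacking GST-MLLE protein for full effect; some results filed as inactive read as strong as hits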
FAS TE block: FAS thioesterase domain inhibitors, primary screen, biochemical, fluorescence intensity, uHTS; AID 602261, 2012; recombinant FAS-TE, OMFH fluorogenic substrate, fluorescence endpoint; inhibition, % at 15 µM; Fatty acid synthase (Homo sapiens), P49327; actives 0.67% (n = 360,000);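 active means compounds whose normalised, plate-corrected inhibition of enzyme fluorescence in the single-dose primary screen is 50% or more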;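 further: 0% = DMSO with enzyme and 100% = substrate without enzyme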
Neddyl block: inhibitors of cullin neddylation, primary screen, biochemical, TR-FRET, uHTS, NAE and Ubc12; AID 651699, 2012; NEDD8-conjugating enzyme Ubc12 (Homo sapiens) + NEDD8-activating enzyme E1 regulatory …; calls only at 25 µM; actives 0.58% (n = 360,000); in the data active means inhibition above about 36%
eLon inh: inhibitors of E. coli Lon protease, primary screen, biochemical, fluorescence polarization; P0A9M0; purified E. coli Lon protease; inhibition, % at 7.94 µM; actives 0.42% (n = 360,000); in the data active means inhibition above about 13%, passing the limit was not always enough;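 further: 0% = enzyme with probe and DMSO and 100% = no enzyme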
Target sequence (P0A9M0 whole entry, looked up): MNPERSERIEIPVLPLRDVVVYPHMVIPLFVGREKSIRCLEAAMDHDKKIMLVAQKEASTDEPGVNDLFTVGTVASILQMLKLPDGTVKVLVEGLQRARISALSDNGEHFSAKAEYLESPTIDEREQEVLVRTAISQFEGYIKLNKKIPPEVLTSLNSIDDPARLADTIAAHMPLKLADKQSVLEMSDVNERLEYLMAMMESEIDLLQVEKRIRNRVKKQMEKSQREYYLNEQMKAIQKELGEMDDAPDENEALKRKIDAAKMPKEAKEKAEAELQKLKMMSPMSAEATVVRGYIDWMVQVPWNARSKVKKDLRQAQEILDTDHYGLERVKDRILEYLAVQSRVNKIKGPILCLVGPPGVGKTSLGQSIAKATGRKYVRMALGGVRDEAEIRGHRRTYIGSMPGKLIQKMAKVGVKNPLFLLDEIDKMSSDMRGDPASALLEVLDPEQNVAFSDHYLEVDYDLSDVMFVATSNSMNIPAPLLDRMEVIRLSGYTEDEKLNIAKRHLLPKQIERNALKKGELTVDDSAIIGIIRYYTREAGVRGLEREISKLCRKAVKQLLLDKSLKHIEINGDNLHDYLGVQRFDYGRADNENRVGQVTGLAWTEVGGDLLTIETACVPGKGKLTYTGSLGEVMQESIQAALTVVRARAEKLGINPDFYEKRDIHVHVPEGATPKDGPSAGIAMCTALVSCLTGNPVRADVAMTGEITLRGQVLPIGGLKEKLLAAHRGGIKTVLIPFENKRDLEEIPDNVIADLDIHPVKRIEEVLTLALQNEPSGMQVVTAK
SKN-1 inh: suppressors of acrylamide-induced Pgst-4::GFP reporter in worms, primary screen, SKN-1 inhibitor project, whole organism, uHTS, GFP/RFP fluorescence ratio, strain VP596; C. elegans VP596 Pgst-4::GFP/RFP ratio, 24 h; inhibition, % at 21.8 µM; actives 0.49% (n = 360,000);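 active means interference check ratio from 0.5 to 1.5 plus GFP to RFP signal ratio inhibition reaching or exceeding a fixed threshold, cut at about 30% in these data, passing the limit was not always enough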; further: some compounds called inactive have numbers as strong as hits
Rin1 Abl inh: inhibitors of Rin1-Abl protein binding, primary screen, biochemical, TR-FRET; actives 0.4% (n = 360,000); inhibition, % at 7.35 µM; AID 588664, 2011; in the data active means inhibition above about 5%, passing the limit was not always enough
MsrA act: bovine MsrA enzyme activators, primary screen, biochemical, absorbance, HTS; purified bovine MsrA, absorbance read-out; activation, % at 10.6 µM; Methionine sulfoxide reductase A (Bos taurus); actives 0.3% (n = 360,000); AID 602163, 2012; in the data active means activation above about 7.5%;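 further: 0% = vehicle and 100% = reference activator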
MT1-MMP act inh: blockers of MT1-MMP proenzyme processing, primary screen, HT1080 RFP-PRO-GFP cells, GFP/RFP fluorescence; GFP/RFP ratio fluorescence, overnight; percent of plate control window, DMSO zero; GFP/RFP ratio change, % at 20 µM; actives 0.061% (n = 360,000);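 active means GFP/RFP ratio change of at least 30% with cell ATP level not reduced by more than half and red fluorescence within 50% of control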; further: strong numbers were not always called active
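Assay system – RFP-PRO-GFP reporter HT1080 cells · Compound dosing – single dose of 20 µM compound, 1% DMSO final · Incubation – overnight compound exposure at 37 °C · Measure – GFP/RFP fluorescence ratio · Benchmarks – DMSO wells and RFP-L50D-GFP cells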
CendR NRP1 mod: modulators of CendR peptide binding to NRP-1, primary screen, biochemical, fluorescence polarization, uHTS. Neuropilin-1 (Homo sapiens), O14786. FAM-RPARPAR peptide binding to NRP-1. inhibition, % at 25 µM. actives 0.85% (n = 360,000). AID 602438, 2012;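 active means inhibition or corrected inhibition above about 18%, plus a signal ratio from 0.5 to 1.5, limit read from the data, passing the limit was not always enough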; further: strong numbers were not always called active
Active calls of the source: *; i = inactive; x = not tested or not shown.

Values run as follows: PABP1 MLLE inh, FAS TE block, Neddyl block, eLon inh, SKN-1 inh, Rin1 Abl inh, MsrA act, MT1-MMP act inh, CendR NRP1 mod
COc1ccc(NC(=O)c2ccc(C(=O)c3ccccc3)o2)cc1
  1, -7, i, -14, 7, -2, -1, 0, 5
Cc1cc(C)n2nc(SCC(=O)Nc3ccc(S(=O)(=O)N(C)C)cc3)nc2n1
  -7, -8, i, -6, -12, -1, -4, 5, 1
O=C(CN1C(=O)c2ccccc2S1(=O)=O)Nc1cccc(S(=O)(=O)N2CCOCC2)c1
  -30, -5, i, 2, 2, -2, -1, -2, 4
Cc1ccc(C)c(C(O)c2ncc(-c3ccccc3)[nH]2)c1 (centres undefined)
  -5, -5, i, -9, 2, -4, -2, 4, 3
Cc1ccccc1Cn1c(CN2CCN(C(=O)c3ccco3)CC2)nc2c1c(=O)n(C)c(=O)n2C
  -7, 1, i, -7, 1, -2, -6, 3, -3
Cc1ccc(C)c(N2CC(=O)N(c3cc(C)ccc3C)CC2=O)c1
  8, -6, i, 4, -3, -1, 0, 0, 7
Cc1cc(C)c(S(C)(=O)=O)c(Oc2ccc(F)cc2)n1
  0, -7, i, 1, 9, 1, 2, 0, -1
COc1cccc(N/N=C/c2cccc(Br)c2O)c1
  27, 30, i, -2, 6, -2, -3, 4, 6
NC(=O)C1CCN(C(=O)c2cc(-c3ccc(Cl)cc3)nc3ccccc23)CC1
  5, -5, i, 0, 26, 1, -4, -5, -5
O=S(=O)(c1cccc(-c2n[nH]c(=S)n2Cc2ccccc2)c1)N1CCOCC1
  -13, -4, i, -6, 1, -2, -9, 1, 11
CCOC(=O)C1C(=O)CC(C)(O)C(C(=O)OCC)C1c1ccco1 (centres undefined)
  -11, -6, i, 3, -17, -4, -2, -5, 5
Cc1nc2ccccc2c(=O)n1NS(C)(=O)=O
  7, -4, i, -16, 17, 2, -5, -1, 8
O=C(O)CC(NC(=O)C(F)(F)F)c1ccc2c(c1)OCO2 (centres undefined)
  -11, -2, i, -1, 6, 5, -14, 2, 6
Cc1ccc(NC(=O)c2cncc(Br)c2)nc1
  -6, -4, i, -18, -1, -2, -13, 0, -4
CCCCNC(=O)c1cc2cc(CC)ccc2[nH]1
  -13, 2, i, -9, -12, 1, -8, 2, 5
COc1ccc(C(=O)O)cc1NC(=S)NC(=O)c1ccc(-c2ccc(Cl)cc2)o1
  27, 58*, i, 4, 14, -1, -3, 3, -36
CCOc1ccc(CN2CCN(Cc3cccn3-c3nccs3)CC2CCO)cc1 (centres undefined)
  1, -5, i, -4, 5, 5, -7, 4, -3
CCOC(=O)N1CCN(C(=O)C[C@@H]2C[C@@]3(C(=O)OCC)CCC=C3N(CCC3=CCCCC3)C2=O)CC1
  x, -9, i, -1, 5, x, -3, 5, 11
CNc1oc(-c2ccccc2)nc1C#N
  17, -4, x, -12, 14, 2, -4, 0, 14
O=[N+]([O-])c1ccc(S(=O)(=O)NCC2CCCO2)cc1 (centres undefined)
  3, -3, i, -2, 1, -3, -1, 4, -4

Values run as follows: PABP1 MLLE inh, FAS TE block, Neddyl block, eLon inh, SKN-1 inh, Rin1 Abl inh, MsrA act, MT1-MMP act inh, CendR NRP1 mod
O=C(O)c1ccc(-n2cccc2/C=C2/NC(=O)N(c3ccccc3)C2=O)cc1
  -41, -2, i, -8, 2, -2, -6, -4, -34
O=C(NCC1CCCO1)c1ccc(CS(=O)(=O)c2c(Cl)cccc2Cl)o1 (centres undefined)
  5, -1, i, 3, 3, 2, -4, 0, -3
COc1cccc(OCCn2cc(C(=O)c3ccco3)c3ccccc32)c1
  -4, 30, i, 0, 8, 0, -2, 0, -12
COc1ccc(N2CCN(CC(O)COc3cc(C)ccc3C)CC2)cc1 (centres undefined)
  -8, -4, i, 3, 7, 0, -1, 4, 9
C(=N\Nc1ccc2ccccc2n1)/c1ccc2c(c1)OCCO2
  -21, 15, x, 8, -5, 0, -2, 2, 9
COc1ccc(NC(=O)c2sc(=O)n(Cc3ccc(S(=O)(=O)N(C)C)cc3)c2C)cc1
  -5, 2, i, -2, 12, -2, -1, -6, 1
Cc1ccccc1C(=O)Nc1ccnn1C1CCN(C(=O)c2ccoc2)CC1
  -3, -6, i, -7, 0, 0, -2, 2, 11
F[B-](F)(F)c1cncc2ccccc12
  18, -7, i, 42*, 3, -2, -12, x, -8
CCCN(C(=O)c1ccccc1N)c1c(C)n(C)n(-c2ccccc2)c1=O
  -5, -6, i, -6, -3, -2, 7, -2, 7
CC1CC(C)(C)CC2(C1)NC(=O)N(CC(=O)N1CCN(S(=O)(=O)c3cccc(Cl)c3Cl)CC1)C2=O (centres undefined)
  -95, 14, i, 5, 1, 2, 1, -3, 2
C=CCNc1cc(C)oc(=O)c1C(=O)CC
  -4, 1, i, -7, 4, 0, -6, -1, -4
Cc1cc(NC(=O)CSc2nnc(-c3ccccc3)n2C)no1
  5, 2, i, 5, 15, 5, -12, 3, -2
CCC(=O)NC(c1cccc([N+](=O)[O-])c1)c1c(OC(C)=O)ccc2ccccc12 (centres undefined)
  6, 0, i, -2, 9, -1, 2, 0, 11
CC(=O)c1nc(N2C(=O)CC(Cc3cc(C)cc(C)c3)C2=O)sc1C (centres undefined)
  -24, -1, i, 7, 17, -7, -4, -4, 6
COc1ccc(CCNC(=O)COC(=O)/C=C/c2ccc(OCC#N)c(OC)c2)cc1OC
  -24, -9, i, -7, 4, -6, -2, -8, -24
COc1cc(/C=C2\SC(=S)N(CC(=O)Nc3ccccn3)C2=O)cc(OC)c1OC
  -11, 8, i, -28, 6, -3, -2, -4, -53
Cc1csc(NC(=O)CSc2nccn2Cc2ccco2)n1
  -8, -8, i, -15, 11, 0, -6, 1, -3
Cc1sc(NC(=O)CN(C(=O)c2ccccc2F)C2CCCC2)c(C(N)=O)c1C
  8, 2, i, 13, 21, 0, -3, 1, 3
O=C(Cc1ccc(Cl)cc1)NCCS(=O)(=O)N1CCN(c2ccccc2F)CC1
  -1, 4, i, -10, -1, 3, -7, -2, -7
COc1cc(/C=C2\SC(=S)N(NC(=O)c3ccncc3)C2=O)ccc1O
  -92, -2, i, -50, 21, -4, -2, -35, -167

Values run as follows: PABP1 MLLE inh, FAS TE block, Neddyl block, eLon inh, SKN-1 inh, Rin1 Abl inh, MsrA act, MT1-MMP act inh, CendR NRP1 mod
COc1ccc(-c2ccc(CN3C(CC(C)C)C(=O)N(Cc4cn(CCC5OCCCO5)nn4)CCS3(=O)=O)cc2)cc1OC (centres undefined)
  -2, 16, i, -4, 5, 0, -1, 5, -5
COc1cccc(N2C(=O)C(Cc3c[nH]c4ccccc34)NC2=S)c1 (centres undefined)
  -71, -4, i, -20, 0, 0, -2, -5, -14
COC(=O)C(NC(=O)c1cccnc1Cl)C(C)C (centres undefined)
  -7, -6, i, 8, -10, -1, -3, 4, 6
CCCCn1nnnc1C(c1ccccc1)N1CCN(CCN2CCOCC2)CC1 (centres undefined)
  x, -9, i, 15*, -4, x, -1, 2, -9
CCCN(CC(=O)NC(=O)NCc1ccccc1)CC(=O)Nc1ccc(F)c(F)c1F
  -4, 16, i, -2, 7, -2, -4, -3, -11
COc1ccc(C(C)(C)C)cc1S(=O)(=O)NCC1CCCO1 (centres undefined)
  3, -2, i, -3, 13, 0, -2, 1, 3
COc1cccc(NC(=O)Nc2ccc3nc(C)c(C)nc3c2)c1
  -12, 0, i, -5, 7, -2, -1, -7, -16
CCC(C)(C(=O)NC1CCCCC1)N(Cc1cccs1)C(=O)CC1NC(=O)NC1=O (centres undefined)
  8, -9, i, 3, 6, -1, -1, -3, 7
CN(Cc1ccccc1F)C(=O)c1ccccc1Sc1ccccc1C#N
  17, 13, i, 4, -1, -3, -3, -2, -3
COc1cc(NC(=O)c2ccc(-c3csc(C)n3)cc2)c(OC)cc1Cl
  2, 2, x, 3, -1, -2, -3, -3, -9
COc1ccc(C(=O)NN(C)c2nc(-c3ccccc3)nnc2C(F)(F)F)cc1
  -6, 1, i, 0, 7, 2, -7, 0, 2
O=C(NCCS(=O)(=O)N1CCN(c2ccccc2F)CC1)c1c(F)cccc1F
  2, -6, i, 0, -30, 6, -11, 3, 0
Cc1ccc(N2C(=O)CC(Cn3nc(C)cc3C)C2=O)cc1 (centres undefined)
  16, -12, i, 0, -12, 2, -6, 5, 3
COc1cccc(CNC(=O)CCC2CCCN(Cc3ccc(OC(F)F)cc3)C2)c1 (centres undefined)
  2, -3, i, 6, 7, 0, 0, 1, 4
COc1cc(/C=N/Nc2nc3ccccc3o2)cc(OC)c1O
  -16, -8, i, 5, -7, -3, -13, 0, -1
Cn1cc(-c2csc(C(O)(c3ccccc3)C(F)(F)F)n2)cn1 (centres undefined)
  1, -1, i, -5, 12, 0, -3, -3, -1
CCOC(=O)C1CCN(Cc2cnc(Oc3ccc(C(C)(C)C)cc3)s2)CC1
  -8, 32, i, -5, 32, -6, -2, 2, -4
COc1ccc(C(=O)N=C2SC3CS(=O)(=O)CC3N2Cc2ccc(F)cc2)cc1 (centres undefined)
  0, -3, i, -1, 7, 0, -3, -1, 0
CC(OC(=O)C1COc2ccccc2O1)C(=O)N(C)c1ccccc1 (centres undefined)
  30, -3, i, 8, 1, 2, -4, 6, 5
O=C(CCC(=O)N/N=C/c1cc(Cl)cc(Cl)c1O)NCc1ccccc1
  1, 29, x, -1, -2, 2, -3, -4, -6

Values run as follows: PABP1 MLLE inh, FAS TE block, Neddyl block, eLon inh, SKN-1 inh, Rin1 Abl inh, MsrA act, MT1-MMP act inh, CendR NRP1 mod
O=C1CC(C(=O)Nc2ccc(F)c(Cl)c2)N=C(N2CCCCC2)N1 (centres undefined)
  -4, -4, i, -2, -3, -2, -2, 6, 21
Cc1ccc(NC(=O)CC2=NC(=O)C(CC(=O)Nc3ccccc3C)S2)cc1 (centres undefined)
  -14, -3, x, 6, 7, 3, -3, 4, -2
Cc1ccc(-c2nnc(Cc3ccc([N+](=O)[O-])cc3)o2)cc1
  6, 16, i, 0, -2, -1, -5, 3, -18
Cc1ccc(C(=O)c2sc3c(c2N)c(=O)[nH]c(=O)n3CCc2ccccc2)cc1
  -33, 7, i, -5, 5, -1, -4, -1, -2
CCC(=O)N1CCc2cc(S(=O)(=O)CCC(=O)NCc3cccs3)ccc21
  5, -2, i, 6, -4, -3, -2, 9, -6
CS(=O)(=O)c1ccc(Cl)c(NC(=O)COC(=O)c2cccc(S(=O)(=O)N3CCCCC3)c2)c1
  -19, 5, i, -6, -17, 1, -2, 2, -22
CCOc1ccccc1CNS(=O)(=O)c1ccc2c(c1)oc(=O)n2C
  -3, 2, i, -3, -2, 3, 1, 0, 0
COc1ccccc1OC(=O)c1ccc2nsnc2c1
  -4, 6, i, -7, -10, -2, 16*, -1, 6
O=[N+]([O-])c1ccc2nc(-c3ccccc3)cc(-c3ccccc3)c2c1
  4, 18, i, -2, 6, -3, -2, 0, 1

Five compounds from above with just SKN-1 inh and Rin1 Abl inh.
SMILES	SKN-1 inh	Rin1 Abl inh
CCC(=O)N1CCc2cc(S(=O)(=O)CCC(=O)NCc3cccs3)ccc21	-4	-3
CS(=O)(=O)c1ccc(Cl)c(NC(=O)COC(=O)c2cccc(S(=O)(=O)N3CCCCC3)c2)c1	-17	1
CCOc1ccccc1CNS(=O)(=O)c1ccc2c(c1)oc(=O)n2C	-2	3
COc1ccccc1OC(=O)c1ccc2nsnc2c1	-10	-2
O=[N+]([O-])c1ccc2nc(-c3ccccc3)cc(-c3ccccc3)c2c1	6	-3
